IL-2 act: qHTS of IL-2 Activators | IL-2 activation reporter assay, cell-based qHTS; stimulated with anti-CD3/CD4/CD28 beads; in transgenic mouse T cells | activation, % (series mostly up to about 46 µM) | 360,000 compounds, 0.065% hits | AID 652025, 2013; in the data active means activation above about 50%; inconclusive means mostly about 30% to 49%; further: 0% is about no effect
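Using fluorescent plate cytometry, EGFP and DsRed are detected in transgenic mouse T cells stimulated 18 h at 37 degrees C with antibody-coated beads after 60 min compound pretreatment.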
PLK1 PBD inh: qHTS for Inhibitors of PLK1-PDB (polo-like kinase 1 - polo-box domain): Primary Screen; Potency, µM, inactives show max response, negative = inhibition, actives largely listed as inhibitors; AID 720504, 2013; 360,000 compounds, 2.8% hits; Plk1 PBD binding of FITC phosphopeptide, fluorescence polarization; further: potency means the concentration at half of the fitted maximal effect; series mostly up to about 57 µM; on the % scale 0 is the no-effect control and ±100 the full control effect; nearly all actives have a fitted effect of over 65% in size
EPAC1 agonist: qHTS for Agonist of cAMP-regulated guanine nucleotide exchange factor 3 (EPAC1): primary screen. AID 720707, 2013. Potency, µM (highest dose often 154 µM), for the others: top-dose activation, most hits filed as activators. 360,000 compounds, 0.073% hits. Rap guanine nucleotide exchange factor 3 (Homo sapiens), O95398. EPAC1 agonist qHTS, biochemical assay; response scale: 100% = response to 6.5 mM cAMP; further: potency means the concentration at half of the fitted maximal effect; nearly all actives have a fitted effect of over 60% in size
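Read-out is the fluorescence drop as BODIPY-GDP leaves Rap1B (480 nm excitation, 540 nm emission), recorded every 5 minutes over 30 minutes. Reactions held 100 nM EPAC1, 250 nM Rap1B–BODIPY-GDP and 50 uM GDP, with 6.5 mM cAMP setting full activation.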
PI5P4K alpha inh: qHTS for Inhibitors of phosphatidylinositol 5-phosphate 4-kinase (PI5P4K); Phosphatidylinositol 5-phosphate 4-kinase type-2 alpha (Homo sapiens), P48426; PI5P4Kalpha enzyme, ADP-Glo luminescence, 60 min; hits give low values; max response, %; 330,000 compounds, 1.2% hits; active means max response of -50% or lower; inconclusive means between -30% and -50%; inactive means -30% or higher; further: value at the top dose of about 77 µM; on the % scale 0 is the no-effect control and ±100 the full control effect
Target sequence (P48426 whole entry, looked up): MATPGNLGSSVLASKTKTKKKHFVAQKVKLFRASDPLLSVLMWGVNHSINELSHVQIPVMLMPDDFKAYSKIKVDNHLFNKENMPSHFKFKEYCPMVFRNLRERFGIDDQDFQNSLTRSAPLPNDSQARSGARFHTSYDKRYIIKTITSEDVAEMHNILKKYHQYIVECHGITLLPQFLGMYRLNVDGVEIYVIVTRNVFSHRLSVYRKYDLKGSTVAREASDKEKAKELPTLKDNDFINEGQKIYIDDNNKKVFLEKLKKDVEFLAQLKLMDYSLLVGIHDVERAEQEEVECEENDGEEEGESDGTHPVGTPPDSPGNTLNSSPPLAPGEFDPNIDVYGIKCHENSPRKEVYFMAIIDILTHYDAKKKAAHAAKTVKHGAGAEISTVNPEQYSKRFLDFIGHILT
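PI5P4Kalpha ADP-Glo assay; 5 microM ATP final; 60 min RT reaction; HEPES pH 7.4/EGTA/CHAPS, 5% DMSO; controls lacking substrate or enzyme; luminescent end-point.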
HEK293 tox: qHTS of GLP-1 Receptor Inverse Agonists: Cytotox Screen; HEK293 cAMP-luciferase reporter cells, luminescence, 24 h; Potency, µM (titrated, usually from 38.3 µM), without a hit: at the highest dose activity change, negative = inhibition, usual class: inhibitors; 410,000 compounds, 0.13% hits;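 further: loss of luciferase light is scored as toxicity; potency means the concentration at half of the fitted maximal effect; on the % scale 0 is the no-effect control and ±100 the full control effect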
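MLSMR compounds, 24 hr on cells at 37 deg C/5% CO2; luminescence after luciferase reagent (12 min RT). Inhibition counted as the undesired cytotoxic outcome.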
EPAC1 antagonist: qHTS for Antagonist of cAMP-regulated guanine nucleotide exchange factor 3 (EPAC1): primary screen | EPAC1 GEF assay, Rap1b-BODIPY-GDP exchange fluorescence | Potency, µM (titrated, usually from 115 µM), inactives show at the top dose activity change, negative = inhibition, hits mostly inhibitors | 360,000 compounds, 0.14% hits;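 further: potency means the concentration at half of the fitted maximal effect; plate controls were vehicle for no effect and positive control for full effect; nearly all actives have a fitted effect of over 50% in size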
GLP-1R agonist: qHTS of GLP-1 Receptor Agonists. Glucagon-like peptide 1 receptor (Homo sapiens), P43220. HEK293 GLP-1R CRE-luciferase, luminescence, 4-6 h; cells express a hypersensitive GLP-1R form. Potency, µM (titrated, usually from 45.6 µM), without a hit: at the top dose activation, hits mostly activators. 380,000 compounds, 0.007% hits. AID 624172, 2012; further: potency means the concentration at half of the fitted maximal effect; % of control where 0% means no effect
GLP1R inv ag: qHTS of GLP-1 Receptor Inverse Agonists (Inhibition Mode); Glucagon-like peptide 1 receptor (Homo sapiens), P43220; 410,000 compounds, 1.6% hits; AID 624417, 2012; Potency, µM (top dose mostly 38.3 µM), for inactives: at the highest dose activity change, negative = inhibition, most hits filed as inhibitors; HEK293 GLP-1R CRE-luciferase, luminescence, 24 h; GLP-1R form is constitutively active; further: potency means the concentration at half of the fitted maximal effect; on the % scale 0 is the no-effect control and ±100 the full control effect; nearly all actives have a fitted effect of over 55% in size
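Seeding at 200 cells/uL, 12 h culture, 24 hr compound treatment, then luciferase reagent and a luminescence read; cells are HEK293 stably expressing a constitutively active GLP-1R plus cAMP-responsive luciferase.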
PTHR1 agonist: qHTS for PTHR1 Agonists: Primary Screen. Parathyroid hormone/parathyroid hormone-related peptide receptor (Homo sapiens), Q03431. HEK293 GP2 PTHR1 cells, GloSensor cAMP luminescence, 1 h. Potency, µM (highest dose often 115 µM), for the others: at the top dose activation, actives largely listed as activators. 410,000 compounds, 0.075% hits; further: potency means the concentration at half of the fitted maximal effect; nearly all actives have a fitted effect of over 55% in size; some results filed as inactive show a strong effect at the top dose; inactives centre near -15; many of its hits are not listed in these tables
Target sequence (Q03431 whole entry, looked up): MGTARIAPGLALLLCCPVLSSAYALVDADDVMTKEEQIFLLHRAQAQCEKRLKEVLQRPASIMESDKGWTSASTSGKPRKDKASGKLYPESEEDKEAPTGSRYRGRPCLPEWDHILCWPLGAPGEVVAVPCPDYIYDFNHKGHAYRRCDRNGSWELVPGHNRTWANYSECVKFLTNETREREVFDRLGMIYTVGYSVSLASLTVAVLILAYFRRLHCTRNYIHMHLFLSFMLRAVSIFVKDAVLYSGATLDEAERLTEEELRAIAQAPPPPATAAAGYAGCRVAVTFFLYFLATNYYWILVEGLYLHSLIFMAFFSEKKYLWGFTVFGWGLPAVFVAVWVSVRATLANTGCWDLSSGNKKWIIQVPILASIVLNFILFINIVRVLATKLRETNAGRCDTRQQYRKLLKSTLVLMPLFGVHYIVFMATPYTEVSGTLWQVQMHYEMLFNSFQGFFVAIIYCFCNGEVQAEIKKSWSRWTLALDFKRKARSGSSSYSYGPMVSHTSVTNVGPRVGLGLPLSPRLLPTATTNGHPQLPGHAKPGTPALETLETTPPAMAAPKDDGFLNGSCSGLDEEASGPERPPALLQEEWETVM
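HEK-293-derived GP2 cells expressing PTHR1 and a GloSensor cAMP reporter, 3,000/well, plated overnight, given luciferin plus IBMX (each 0.5 mM as added) for 1 h at 37 °C, then compound for 1 h at 37 °C. Luminescence was read after 15 min at room temperature.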
* marks the source's active call; other numbers are inactive results; i = inactive; ? = inconclusive; / = no result given; [ ] = dose if it differs, or a comment. Unless noted, the call rests on the fitted dose curve; in most records, active means well fitted curve in the direction sought with a large enough effect; inconclusive means small, poorly fitted or top-dose-only effect, or another doubt; inactive means no such curve, though single readings can be large; an effect the other way counts as inactive or inconclusive. Not all compounds are listed (hit frequency here may not be typical).

SMILES	IL-2 act	PLK1 PBD inh	EPAC1 agonist	PI5P4K alpha inh	HEK293 tox	EPAC1 antagonist	GLP-1R agonist	GLP1R inv ag	PTHR1 agonist
COc1cccc(NC(=O)CNC(=O)c2cccs2)c1	-0.4	-3%	4%	1	12%	7%	15%	21%	i
COc1ccc(C2Nc3ccccc3C(=O)N2NS(=O)(=O)c2ccc(C)cc2)c(OC)c1 (configuration not stated)	0.4	-13%	4%	7	-6%	-27%	8%	-7%	i
Cc1cccc(-c2nnc(SCC(=O)NC3CC3)n2C)c1	-3.2	1%	0%	-2	-4%	-1%	-3%	7%	-15%
N#Cc1c(-c2ccc(Br)cc2)nc2n(c1=O)CCCS2	0.8	-5%	4%	/	2%	1%	2%	0%	i
Cc1cccc(CS(=O)(=O)Cc2ccc(C(=O)NCc3ccco3)o2)c1	-0.2	-3%	-8%	20	-20%	9%	-1%	2%	-6%
CCCNc1c(NC(=O)C2CCC(C)CC2)c(=O)oc2ccccc12 (configuration not stated)	0.7	-5%	8%	-1	2%	11%	-5%	-2%	i
Cc1ccc(S(=O)(=O)NCC(=O)OCC(=O)Nc2cccc(S(=O)(=O)NC3=NCCCCC3)c2)cc1C	0.2	-3%	5%	2	5%	6%	-3%	16%	i
C=CCn1c(-c2ccccc2)c[nH]c1=S	-1.6	-13%	5%	/	?	-2%	11%	?	-4%
Oc1ccccc1/C=N/NC1=NCCCCC1	-3.2	-1%	-11%	/	-8%	-7%	-4%	0%	-4%
Cc1ccc(CN(C)C(=O)c2cccc(S(=O)(=O)N3CCc4ccccc43)c2)cc1	-0.8	-10%	11%	9	-7%	-20%	15%	?	-2%
O=C(O)/C=C/C(=O)N1CCN(C(=O)/C=C/C(=O)O)CC1	-2.8	-6%	3%	-6	1%	-13%	-1%	13%	i
Cc1cc(Cl)ccc1OCC(=O)Nn1c(C)ccc1C	-2.4	-10%	4%	/	-12%	5%	-6%	0%	22%[57.5 µM]
COc1cc(NC(=O)c2ccccc2F)ccc1NC(=O)c1ccccc1Cl	-2.3	-10%	1%	6	5%	-9%	12%	6%	i
CC(C)(C)C(=O)CN1CCN(C2c3ccccc3-c3ccccc32)CC1	-1.8	0%	3%	/	-15%	-1%	0%	-28%	i
CN(C)c1ccc(C(=O)OCc2ccccc2)cc1	0.2	-12%	0%	12	-5%	0%	1%	-18%	-10%[57.5 µM]
Cc1cc(C)c(S(C)(=O)=O)c(Oc2ccccc2C)n1	-1.5	21µM*	6%	5	-3%	13%	-8%	-11%	?
O=Cc1ccc(Cl)c(Cl)c1	-0.1	?	-7%	-3	3%	4%	5%	7%	-18%
CN(C)S(=O)(=O)Oc1cccc(C(=O)Nc2cccc(Cl)c2)c1	-4.6	-2%	20%	6	-24%	-6%	8%	?	-8%[57.5 µM]
CCCCOCCCNC(=O)N[C@@H](CC(C)C)C(=O)O	-0.8	-1%	-3%	/	8%	7%	0%	-1%	i
CN1C(=O)N(CC(=O)c2ccc3c(c2)OCO3)C(=O)C12CCCCC2	-2.1	-9%	11%	0	-3%	-6%	0%	-16%	-15%
CC1Sc2ccc(S(=O)(=O)CCC(=O)NC3CCCC(C)C3C)cc2NC1=O (configuration not stated)	0.0	1%	-5%	5	-10%	-14%	-1%	-25%	-34%[inhibitor]
CC(C)(C)C1CCC(=O)N(CCOc2ccccc2)CC1 (configuration not stated)	-0.2	6%	-2%	4	-18%	-19%	?	-27%	i
O=C(NCC1CCCN(Cc2ccc3c(c2)OCCO3)C1)c1ccc2c(c1)OCO2 (configuration not stated)	-0.8	-17%	-5%	1	-4%	?	0%	-14%	i
COC(=O)CC1C(=O)NCCN1C(=S)Nc1cc(C)cc(C)c1 (configuration not stated)	-0.7	-3%	-1%	-6	1%	10%	-6%	12%	-1%
CCCn1nc(C(=O)OCC(=O)Nc2ccc(C(N)=O)cc2)c2ccccc2c1=O	0.0	5%	-2%	-6	7%	6%	0%	-5%	-34%[inhibitor]

3 compounds already listed, arranged by count of non-hydrogen atoms, highest first:
SMILES	IL-2 act	PLK1 PBD inh	EPAC1 agonist	PI5P4K alpha inh	HEK293 tox	EPAC1 antagonist	GLP-1R agonist	GLP1R inv ag	PTHR1 agonist
CN1C(=O)N(CC(=O)c2ccc3c(c2)OCO3)C(=O)C12CCCCC2	-2.1	-9%	11%	0	-3%	-6%	0%	-16%	-15%
Oc1ccccc1/C=N/NC1=NCCCCC1	-3.2	-1%	-11%	/	-8%	-7%	-4%	0%	-4%
C=CCn1c(-c2ccccc2)c[nH]c1=S	-1.6	-13%	5%	/	?	-2%	11%	?	-4%

Further structures.
SMILES	IL-2 act	PLK1 PBD inh	EPAC1 agonist	PI5P4K alpha inh	HEK293 tox	EPAC1 antagonist	GLP-1R agonist	GLP1R inv ag	PTHR1 agonist
C=CCNC(=S)N/N=C/c1ccc(OCc2ccccc2Cl)cc1	1.9	0%	-2%	/	?	15%	-11%	0%	-1%[57.5 µM]
COc1cc(/C=N/n2c(C)nnc2C)cc(OC)c1OC	-0.3	-2%	-9%	-5	2%	6%	0%	22%	-29%[57.5 µM]
Cc1c(C(=O)NCc2ccc(F)cc2)sc(=O)n1Cc1ccc(C(=O)c2ccccc2)cc1	-0.1	-5%	17%	6	1%	-15%	11%	?	i
CCCCCn1c(N2CCC(C(N)=O)CC2)nc2c1c(=O)[nH]c(=O)n2C	-0.5	-1%	2%	2	-4%	-21%	6%	21%	i
COc1cc(C(c2c(C)n(C)n(-c3ccccc3)c2=O)c2c(C)n(C)n(-c3ccccc3)c2=O)cc(Br)c1O	-0.7	-3%	14%	0	-5%	-13%	10%	24%	-3%
CCN(CC)CCn1cnc2c1c(=O)n(CCOC(=O)c1cc(OC)c(OC)c(OC)c1)c(=O)n2C	-0.9	6%	7%	3	2%	3%	7%	-13%	-1%
CCCSc1nnc2n(-c3cccc(C)c3)c(=O)c3c4c(sc3n12)CCCC4	/	/	/	/	-8%	/	-1%	-2%	-39%[inhibitor]
COCCn1c(=NC(C)=O)sc2cc([N+](=O)[O-])ccc21	2.3	-10%	5%	1	4%	-3%	5%	9%	i
COC(=O)c1cc(NC(=O)CSc2nnc(N)s2)ccc1Cl	0.2	6%	-4%	6	5%	5%	14%	14%	-3%
CCC1(c2ccc(F)cc2)NC(=O)N(CC(=O)Nc2ccc(N3CCCCC3)cc2)C1=O (configuration not stated)	0.6	-9%	6%	-5	6%	-10%	14%	?	-18%
CS(=O)(=O)N1CCN(c2ccc(NC(=O)COc3ccccc3[N+](=O)[O-])cc2)CC1	-4.5	-6%	-9%	-12	-2%	12%	12%	6%	-18%
Cc1ccccc1OCC1Cn2c(nc3c2c(=O)[nH]c(=O)n3C)O1 (configuration not stated)	-4.4	-10%	-7%	2	0%	9%	-9%	0%	i
CCOC(=O)c1c(C)n(-c2ccccc2)c2ccc(O)cc12	-0.9	-13%	2%	1	2%	5%	?	16%	-33%[inhibitor]
COc1ccc(Nc2nc(N)c([N+](=O)[O-])c(N3CCN(C)CC3)n2)cc1	-0.2	-2%	14%	2	-25%	5%	20%	68%[activator]	i
CN(C)S(=O)(=O)c1cccc(N2C(=O)CC3(CCCCC3)CC2=O)c1	0.4	-13%	6%	1	2%	-12%	-5%	-2%	-18%
CCC1(c2ccccc2)C(=O)N=C(N)N(C#N)C1=O (configuration not stated)	-4.9	-3%	6%	-8	-12%	17%	-20%	12%	-1%
CCOC(=O)c1ccc(S(=O)(=O)N2CCN(C(=O)CSc3nc4ccccc4o3)CC2)cc1	-0.3	2%	-1%	17	-14%	19%	4%	?	-26%
CC(=O)N1N=C(c2ccccc2)CC1c1cn(C)c2ccccc12 (configuration not stated)	-4.8	-20%	6%	2	-11%	5%	3%	?	-15%
CSc1cccc(NC(=O)CN(c2ccc(C)cc2C)S(C)(=O)=O)c1	-0.3	1%	0%	8	-28%	?	1%	?	i
COc1ccc(OC)c(NC(=O)CS(=O)(=O)c2ccccc2)c1	-1.8	-1%	-1%	/	-9%	6%	0%	13%	24%[57.5 µM]
NC(=O)C1CCN(C(=O)/C(=C/c2ccccc2)NC(=O)c2ccccc2)CC1	2.4	0%	21%	1	1%	8%	7%	1%	-5%
O=C(CN1C(=O)CCS(=O)(=O)c2ccccc21)NCc1ccc(F)cc1	0.1	-9%	-1%	-19	10%	-1%	17%	-13%	-6%[57.5 µM]
CC(c1ccccc1)C1CC(=O)N(c2ccc(C(=O)O)cc2)C1=O (configuration not stated)	-2.5	-12%	1%	/	5%	6%	-9%	-4%	i
O=C(COC(=O)CC1CCCC1)Nc1cc2c(cc1Cl)C(=O)c1ccccc1C2=O	-1.6	-16%	-1%	?	-2%	-9%	-1%	66%[activator]	i
CC(=O)c1ccc(OC2(C)CCN(CCOc3ccc(C)cc3)C2)cc1 (configuration not stated)	-0.7	-20%	-5%	3	9%	-20%	13%	-15%	5%
O=C1CCCC2=C1C(O)(C(F)(F)F)C(=O)N2Cc1ccccc1 (configuration not stated)	1.5	4%	3%	/	7%	-7%	7%	6%	6%[57.5 µM]

Entries above printed as active in PLK1 PBD inh:
SMILES | IL-2 act | PLK1 PBD inh | EPAC1 agonist | PI5P4K alpha inh | EPAC1 antagonist | GLP-1R agonist | PTHR1 agonist
Cc1cc(C)c(S(C)(=O)=O)c(Oc2ccccc2C)n1 | -1.5 | 21µM* | 6% | 5 | 13% | -8% | ?
